From PubChem
Cneo AK release: causes C. neoformans cell lysis; adenylate kinase release luminescence, 4 h; normalised: neutral wells 0, clomiphene wells 100; lysis activity, % at 15 µM; actives 0.2% (n = 360,000); AID 651654;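 active means mean lysis activity across replicates of at least 80%, whatever share of replicates individually reach that level; inactive means mean lysis activity below 80%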
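Signal: Adenylate kinase release luminescence | Assay system: Log-phase Cryptococcus neoformans yeast cells | Input: Cells at 5 × 10^6 per mL | Buffer or medium: Fresh YPD growth medium | Compound: Single dose | Schedule: Static 4 h at 37 °C with compound, 1 h detection | Controls: Clomiphene | Read-out: Luminescence rise reflecting yeast cell lysis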
PGC1a acetyl inh: lowers PGC1a acetylation signal in U2OS cells. AlphaScreen anti-acetyl-lysine; with virally co-expressed GCN5 acetyltransferase. inhibition, % at 15.6 µM. actives 0.17% (n = 350,000). AID 651687;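 active means every replicate shows inhibition of at least 40%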;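 further: 0% = neutral control wells and 100% = positive control wells; some results beyond the cut were filed as inactive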
PglD inh: inhibitors of Campylobacter jejuni PglD acetyltransferase; actives 0.098% (n = 360,000); inhibition, % at 12.5 µM; purified PglD enzyme, DTNB colorimetric CoA detection; in the data active means inhibition above about 16%, passing the limit was not always enough; further: strong numbers were not always called active
Statin myotox sup: suppression of simvastatin myotoxicity; C2C12 myotubes + simvastatin, ATP luminescence, 48 h; scaled: DMSO 0, geranylgeraniol control 100; rescue of ATP level, % at 7.49 µM; actives 0.78% (n = 330,000); AID 602340;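 active means mean ATP rescue above about 67%, or every replicate alone reaching that limit, limit read from the data, passing the limit was not always enough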;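 further: myotubes were challenged with 10 µM simvastatin during compound exposure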
miR122 inh: miR-122 inhibition in Huh7 cells; Huh7 miR-122 Renilla luciferase sensor, 48 h; neutral wells = 0, positive control = 100; activation (reporter increase), % at 12.5 µM; actives 0.3% (n = 340,000); AID 602342;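 active means mean replicate activation score at least 90 and every replicate individually at or above 90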;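 further: higher luciferase means less miR-122 activity so hits act as miR-122 inhibitors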
FN deposition inh: fibronectin deposition inhibition. AH1F fibroblasts, Alexa488-fibronectin deposition fluorescence, overnight. inhibition, % at 12.6 µM. actives 0.086% (n = 350,000);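 active means mean inhibition across replicates of 30% or more, regardless of how many single replicates reach that level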;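 further: positive control wells lacked labelled fibronectin entirely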
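Material: AH1F fibroblast monolayer depositing Alexa488-labelled fibronectin into matrix / Amount: 10000 AH1F cells per well / Signal: fluorescence 485/525 nm / Medium: DMEM, 2% serum / Compound: single dose, pinned / Incubation: 1 h cell adhesion before compound, then overnight fibronectin incubation / Reagent: Alexa488-FN, 24 nM final / Read-out: inhibition of fibronectin deposition signal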
F508del corr: correctors of CFTR F508del function in bronchial epithelial cells | activity (quench increase), % at 7.58 µM | actives 0.36% (n = 350,000) | CFBE cells, YFP halide quenching; stimulated with forskolin plus potentiator P3; % fluorescence drop versus neutral controls;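 active means mean added fluorescence quench of at least 8% versus neutral control, with both replicates also reaching 8%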;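 further: cells transiently co-express mutant CFTR-F508del with the halide-sensitive YFP; corrector assay measuring rescue of mutant channel to the surface after 24 h compound exposure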
GSIS activator: primary screen for activators of insulin secretion dependent on glucose, INS-1E cells, GLuc reporter luminescence; INS-1E GLuc reporter insulin secretion, 2-3 h; activation, % at 16.6 µM; actives 0.61% (n = 370,000);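 active means lowest replicate activation of at least 40%, so every replicate reaches that level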;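 further: 0% = median of neutral control wells and 100% = median of IBMX positive control wells; some compounds called inactive have numbers as strong as hits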
* hit, by the source's call; / = not tested or not shown; [ ] = remark or other dose.

Start of the data: the first 2 compounds, to show the layout:
SMILES	Cneo AK release	PGC1a acetyl inh	PglD inh	Statin myotox sup	miR122 inh	FN deposition inh	F508del corr	GSIS activator
Cc1c(NC(=O)CN(c2ccc(F)cc2)S(=O)(=O)c2ccccc2)c(=O)n(-c2ccccc2)n1C	0	-10	4	/	-3	13	0.5	-5
O=c1[nH]c(C2CCN(S(=O)(=O)c3cccc(Cl)c3)CC2)nc2c1nnn2Cc1ccccc1	-1	/	0	8	/	5	2.2	-4

Results, repeating the preview:
SMILES	Cneo AK release	PGC1a acetyl inh	PglD inh	Statin myotox sup	miR122 inh	FN deposition inh	F508del corr	GSIS activator
Cc1c(NC(=O)CN(c2ccc(F)cc2)S(=O)(=O)c2ccccc2)c(=O)n(-c2ccccc2)n1C	0	-10	4	/	-3	13	0.5	-5
O=c1[nH]c(C2CCN(S(=O)(=O)c3cccc(Cl)c3)CC2)nc2c1nnn2Cc1ccccc1	-1	/	0	8	/	5	2.2	-4
COc1ccccc1N1CCN(S(=O)(=O)c2ccc(-n3cnnn3)c(C)c2)CC1	1	-1	3	5	-4	-3	/	-12
CCN(Cc1nc2ccccc2c(=O)[nH]1)C(=O)CN1C(=O)NC2(CCCCC2C)C1=O (stereo not given)	-1	4	1	-6	1	3	0.5	4
CC1(C)OC(=O)C(=CNc2cccc(O)c2)C(=O)O1	0	11	-5	-12	-1	/	-0.3	10
CC[C@H](C)[C@H]1CNC(=O)C(=O)N1CC1CCN(CC2CCC(C)CC2)CC1 (stereo not given in full)	0	/	3	-7	/	4	2.0	4
Cc1ccc(S(N)(=O)=O)cc1	2	12	2	2	3	/	2.6	3
COc1ccc(CN(C)C[C@H]2Oc3ccc(NC(=O)Nc4c(C)noc4C)cc3CC(=O)N([C@H](C)CO)C[C@H]2C)cc1	-2	6	1	21	-3[16.7 µM]	5	2.2	5
C[C@@H]1CCCCO[C@H](CN(C)Cc2ccc(Cl)c(Cl)c2)[C@H](C)CN([C@@H](C)CO)C(=O)c2cc(NC(=O)Cc3ccccc3)ccc2O1	-2	/	6	24	2[16.7 µM]	/	0.8	-23
CCCNC(=O)[C@H]1[C@H](CO)[C@H]2Cn3c(cccc3=O)[C@H]2N1Cc1ccccc1Cl	-2	/	5	-4	/	/	/	22
CC1Cc2ccccc2N1C(=O)CN(C)CC(=O)Nc1cccc(F)c1 (stereo not given)	-3	1	-2	-2	/	/	-2.6	-18
Cc1ccc(N(C(=O)c2csnn2)C(C(=O)NC2CCCC2)c2cccnc2)cc1 (stereo not given)	-4	/	0	2	/	0	1.5	12
CO[C@H]1O[C@H](C)[C@@H](O)C[C@H]1NC(=O)OCc1ccccc1	2	14	-2	5	-2	0	-0.3	-7
C[C@@H]1CN([C@@H](C)CO)C(=O)c2cc(NC(=O)Cc3ccccc3)ccc2O[C@@H]1CN(C)C(=O)NC1CCCCC1	6	2	2	4	0[16.7 µM]	-6	3.3	-8
Cc1ccc(NC(=O)c2nc[nH]c2C(=O)N2CCN(c3ccccc3)CC2)cc1	1	3	-3	-29	4	2	-1.2	/
COc1ccc(S(=O)(=O)Nc2nncs2)cc1	1	/	-3	/	5	6	/	/
O=C(NCCc1nnc2ccc(N3CCCC3)nn12)c1ccccc1	0	0	1	/	1	/	0.1	4
C[C@H](NC(=O)COc1ccccc1)C(=O)OCC(=O)c1cc2ccccc2o1	0	-3	-7	1	2	1	1.4	1
C[C@H](CO)N1C[C@H](C)[C@@H](CN(C)CC2CCCCC2)Oc2ncc(C#C[C@@H](C)O)cc2C1=O	-2	6	-2	6	-7[16.7 µM]	-1	-1.0	-5
CC1Cc2ccccc2N1C(=O)CSc1nc2ccccc2s1 (stereo not given)	-1	-4	-7	/	5	9	-1.2	3
C[C@H]1CN([C@@H](C)CO)S(=O)(=O)c2ccc(-c3cncnc3)cc2O[C@H]1CN(C)Cc1ccc(Oc2ccccc2)cc1	-3	-12	8	-65	-26[16.7 µM]	/	4.5	-5
CC(=O)N(\C=C/C=C/C=C1\Sc2ccccc2C1=O)c1ccccc1	3	5	0	-2	6	3	-3.3	-1
COC(=O)CSc1nnc(-c2ccncc2)n1N	0	/	-4	2	-11	8	/	/
Oc1cccc(/C=N/Nc2cc(N3CCOCC3)nc(N3CCOCC3)n2)c1	-3	-6	-1	-1	0	19	/	-13
COC(=O)c1ccc(Cn2nc(-c3ccccc3)ccc2=O)cc1	-2	2	-3	8	0	7	3.2	21
C[C@H]1CN([C@@H](C)CO)S(=O)(=O)c2ccc(-c3ccc(C#N)cc3)cc2O[C@H]1CN(C)C(=O)C1CC1	4	13	1	/	10[16.7 µM]	/	-0.9	6
Cc1ccc(N2CC(C(=O)Nc3cc(C)ccc3F)CC2=O)cc1 (stereo not given)	9	/	6	/	-4	-18	/	/
Cc1ccc(S(=O)(=O)N2CCN(C(=O)CSc3n[nH]c(N)n3)CC2)c(C)c1	-1	8	6	-6	0	-2	0.4	10
O=C(CN1CCN(c2ccccc2)CC1)Nc1ccc(Oc2ccccc2)cc1	1	11	-4	2	7	/	/	/
C[C@H]1CN([C@@H](C)CO)C(=O)c2cc(-c3cccc(F)c3)cnc2O[C@@H]1CN(C)Cc1ccccn1	-2	-23	-3	10	-6[16.7 µM]	/	-0.8	-1
Cc1cccc(NC(=O)CSc2nc(N)c(NC(=O)c3cccs3)c(=O)[nH]2)c1	-1	-19	0	-2	-3	3	0.8	-3
CCCOC(=O)CSc1nc(N)c(C#N)c(CC)c1C#N	-1	/	6	/	23	8	/	0
Cc1ccc2nc(/C(C#N)=C\c3ccc([N+](=O)[O-])o3)[nH]c2c1	0	15	-3	-176	-2	/	/	/
COC(=O)c1ccc(COC(=O)C(CCSC)NC(=O)COc2ccccc2)cc1 (stereo not given)	6	-1	1	4	4	3	-0.3	-20
COc1ccc(CC(=O)Nc2nc(C)cs2)cc1	2	8	-4	5	1	-1	/	0
CC(C)(C)NC(=O)Cn1cnc2cc([N+](=O)[O-])ccc2c1=O	/	14	/	/	/	1	2.7	1
COc1ccc(CNC(=O)C(=O)NCCC2CCCCN2S(=O)(=O)c2ccc(C)cc2)cc1 (stereo not given)	-3	-27	-3	15	/	0	-2.1	-49
C[C@H]1[C@@H](c2ccccc2)Oc2ccc(Cl)cc2S(=O)(=O)N1Cc1ccc(F)cc1F	7	-21	-1	-8	2	-11	-2.7	-39
Cc1ccc(NC(=S)NC(CO)C(O)c2ccc([N+](=O)[O-])cc2)cc1 (stereo not given)	/	-1	/	0	1	5	1.6	-6
CC(=O)N1[C@@H](CO)[C@@H](c2ccc(C3=CCCC3)cc2)C12CN(C(=O)NC(C)C)C2	/	3	/	/	/	2	-3.5	4

Complete entries from above:
`CC1(C)OC(=O)C(=CNc2cccc(O)c2)C(=O)O1` is listed with Cneo AK release: 0; PGC1a acetyl inh: 11; PglD inh: -5; Statin myotox sup: -12; miR122 inh: -1; FN deposition inh: /; F508del corr: -0.3; GSIS activator: 10
`Oc1cccc(/C=N/Nc2cc(N3CCOCC3)nc(N3CCOCC3)n2)c1` is listed with Cneo AK release: -3; PGC1a acetyl inh: -6; PglD inh: -1; Statin myotox sup: -1; miR122 inh: 0; FN deposition inh: 19; F508del corr: /; GSIS activator: -13
`C[C@@H]1CN([C@@H](C)CO)C(=O)c2cc(NC(=O)Cc3ccccc3)ccc2O[C@@H]1CN(C)C(=O)NC1CCCCC1` is listed with Cneo AK release: 6; PGC1a acetyl inh: 2; PglD inh: 2; Statin myotox sup: 4; miR122 inh: 0[16.7 µM]; FN deposition inh: -6; F508del corr: 3.3; GSIS activator: -8

Continuation:
SMILES	Cneo AK release	PGC1a acetyl inh	PglD inh	Statin myotox sup	miR122 inh	FN deposition inh	F508del corr	GSIS activator
O=C(C[C@@H]1C[C@H]2c3cc(NC(=O)NC4CCCC4)ccc3O[C@H]2[C@@H](CO)O1)NCc1cc(F)ccc1F	-3	-3	0	4	-5[16.7 µM]	-6	-0.7	9
COc1ccccc1CCC(=O)Nc1ccc2c(c1)CN(Cc1ccc(C)o1)CC2	2	-14	-3	-5	3	-13	-1.0	-7
CCC(=O)N1CC(=O)N2[C@H](CO)[C@H](c3ccc(-c4ccc(C#N)cc4)cc3)[C@H]2C1	/	5	/	/	/	-8	0.0	22
COc1ccc(NC(=O)N(C)C[C@H]2Oc3ncc(C#C[C@@H](C)O)cc3C(=O)N([C@@H](C)CO)C[C@H]2C)cc1	-6	3	0	-7	3[16.7 µM]	/	-0.5	15
O=C(Nc1ccccc1)N[C@@H]1CC[C@@H](CCNS(=O)(=O)c2cccc(F)c2)O[C@@H]1CO	3	-10	-2	7	/	/	-3.7	-7

Outcome played no part in choosing rows, and some 2.1% of all compounds hit somewhere here.
